H1N1 NS1A inhibition – NS1A inhibition, H1N1 influenza, cell based functional assay (AID 504329); NS1A functional cell-based assay, percent inhibition; higher % means a stronger effect; actives 0.3% (n = 340,000); one-dose inhibition, % at 12.5 µM; IC50 in µM for titrated hits; in the data active = a potency from the dose series; inconclusive = inhibition above about 27% without an active follow-up result; also: strong numbers were not always called active
inhibitors of VEEV – inhibitors of VEEV TC-83 cytopathic effect, confirmation, Vero cells (AID 588727); Vero cells, VEEV TC-83 cytopathic effect inhibition; higher % means a stronger effect; one-dose inhibition, % at 20 µM; IC50 in µM for titrated hits; actives 0.13% (n = 350,000); in the data active = a potency from the dose series; inconclusive = inhibition mostly from about 14% at the one dose, without a potency; inactive = the rest, 99 in 100 with inhibition below about 12%; also: strong numbers were not always called active
tuberculosis growth – growth inhibition of non-replicating M. tuberculosis (AID 488890). actives 0.39% (n = 320,000). Mycobacterium tuberculosis non-replicating, growth inhibition; higher % means a stronger effect. inhibition, % at 25 µM, or IC50 in µM where a hit was titrated; in the data active = a potency from the dose series; inconclusive = inhibition mostly from about 82% at the one dose, without a potency; inactive = the rest, 99 in 100 with inhibition below about 76%;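 also: plate controls were DMSO cells for no effect and high antibiotic wells for full effect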
Salmonella PhoP GFP – PhoP regulon inhibitors, Salmonella typhi PhoP promoter GFP reporter, confirmatory (AID 1850); Salmonella Typhi PhoP-promoter GFP reporter, fluorescence, 4 h; higher % means a stronger effect; inhibition, % at 50 µM, or IC50 in µM where a hit was titrated; actives 0.33% (n = 310,000); in the data active = a potency from the dose series; inconclusive = inhibition mostly from about 25% at the one dose, without a potency; inactive = the rest, 99 in 100 with inhibition below about 19%;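 also: 0% = induced wells with vehicle and 100% = uninduced wells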
M. tuberculosis HTS – M. tuberculosis growth inhibition, HTS (AID 449762); inhibition, % at 25 µM, or IC50 in µM where a hit was titrated; M. tuberculosis H37Rv growth inhibition, 7H9 media; higher % means a stronger effect; actives 0.59% (n = 330,000); in the data active = a potency from the dose series; inconclusive = inhibition above about 70% without an active follow-up result;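 also: bacterial growth assessed after seven days of incubation; strong numbers were not always called active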
inhibitors of VEEV 10K pilot screen – second read-out of inhibitors of VEEV, no call of its own (marks repeat the call); inhibition, %; measured here: 10K pilot screen inhibition
An asterisk follows results filed as active; i = inactive; ? = inconclusive; / = no result given. No enrichment for hits. About 1.5% of those tested had a hit in this group.

SMILES | H1N1 NS1A inhibition | inhibitors of VEEV | tuberculosis growth | Salmonella PhoP GFP | M. tuberculosis HTS | others
COCC(=O)N(CCc1ccc(OC)c(OC)c1)Cc1nc2ccccc2c(=O)[nH]1 | 16% | 0.3% | -15% | 3% | -7%
Cc1ccccc1-n1nnnc1SCCCC(=O)c1ccc(F)cc1 | 21% | i | 36% | 2% | -13%
Nc1nnc2c(n1)CCCC2 | 1% | 1.4% | 8% | -9% | -16%
CC(C)C(NC(=O)CCNC(=O)c1ccccc1Cl)c1nc2ccccc2[nH]1 (stereo not drawn) | -5% | 1.1% | -8% | / | -4%
Cc1cccc(/C=C2\Sc3ccc(C(=O)N4CCC(C(N)=O)CC4)cc3N(C)C2=O)c1 | 1% | 4.5% | 16% | 4% | 10%
CCN(CC)C(C(=O)Nc1ccc(C(C)C)cc1)c1ccc2c(c1)OCO2 (stereo not drawn) | 0% | 2.7% | 55% | 4% | 14%
CCc1ccc(OCC(=O)NC(=S)Nc2cccc(CO)c2)c(Br)c1 | -5% | 1.0% | 29% | -5% | -5%
Cc1ccc(O)c(NC(=O)C2CC(c3c(F)cccc3Cl)=NO2)c1 (stereo not drawn) | -1% | i | 14% | -16% | 39%
O=C1CCC(C(=O)N2CCCCO2)CN1Cc1cccc(F)c1 (stereo not drawn) | -3% | 1.5% | -3% | -2% | 10%
O=C(Nc1cccc2c1CCCC2)c1cc([N+](=O)[O-])ccc1Cl | -16% | i | 12% | -3% | -2%
O=C1CC(=O)N(c2ccccc2)C(=O)N1 | -2% | i | / | / | /
O=C(N=Nc1c(O)[nH]c2ccccc12)c1cc(NS(=O)(=O)c2cccs2)cc(NS(=O)(=O)c2cccs2)c1 | 2% | i | -10% | -2% | 10%
CN(C)S(=O)(=O)c1ccc2nnn(O)c2c1 | 0% | i | -6% | 8% | 0%
CCN(C(=O)Cn1c(=O)oc2ccccc21)c1cccc(C)c1 | -9% | 0.2% | -5% | 0% | 7%
COc1ccccc1C1C(C(N)=O)=C(C)Nc2nc(CCCO)nn21 (stereo not drawn) | 0% | 0.7% | 0% | -4% | 7%
CC(C)CCn1c(=O)c2ccccc2n2c(CN3C(=O)NC4(CCC(C)CC4)C3=O)nnc12 (stereo not drawn) | 3% | i | 1% | -3% | 2%
CNc1ccccc1C(=O)OC(C)C(=O)Nc1ccc(Cl)cn1 (stereo not drawn) | -31% | 6.0% | 65% | 2% | 28µM*
CCOC(=O)N1CCN(C(=O)C2CCN(S(=O)(=O)c3cc(Cl)ccc3OCC)CC2)CC1 | -14% | 2.9% | 6% | -6% | -11%
CC(=O)Nc1c(NC(=O)CC#N)[nH]c2c(c1=O)c(=O)n(C)c(=O)n2C | 0% | 2.1% | -15% | -3% | 1%
COc1cc(O)c(C(CCN2CCCC2)c2cc(OC)c(OC)c(OC)c2)c(OC)c1 (stereo not drawn) | 11% | i | -2% | 8% | -12%
COc1cc(C(C)=O)ccc1OCCCOc1cccc2cccnc12 | 8% | 1.7% | 20% | -6% | 8%
CC(C)[C@H](NC(=O)OCc1ccccc1)C(=O)OCC(=O)N1CCCCC1 | -6% | 0.8% | / | / | /
O=c1c2[nH]c3ccccc3c2ncn1CCCn1ccnc1 | 18% | 4.0% | -10% | -7% | -6%
O=c1cc(-c2ccc(O)cc2)oc2c(C3OCC(O)C(O)C3O)c(O)c(C3OC(CO)C(O)C(O)C3O)c(O)c12 (stereo not drawn) | 9% | 6.2% | -8% | 10% | -10%
COc1ccccc1/C=N/NC(=O)c1cccc2ccccc12 | 1% | 0.6% | -8% | -2% | -19%
NC(=O)C1CCCN1S(=O)(=O)c1ccc2ccccc2c1 (stereo not drawn) | -10% | 0.6% | -8% | 2% | -16%
CCOC(=O)N1CCN(C(=O)CSc2nc(=O)n3ccccc3n2)CC1 | 3% | 1.0% | -14% | 9% | -8%
Cc1csc2nc(CSc3nc4ccccc4o3)cn12 | 7% | i | 67% | 4% | -2%
Cc1cc(NC(=O)CCC(=O)N(c2ccc(F)cc2)C(C(=O)NC2CCCC2)c2cccnc2)no1 (stereo not drawn) | 2% | 0.2% | 0% | 4% | -10%
CC(=O)Nc1ccc(NC(=O)C(C)OC(=O)CCCN2C(=O)c3cccc4cccc(c34)C2=O)cc1 (stereo not drawn) | 6% | 0.9% | -7% | 12% | 0%
O=C(COc1ccc(Br)cc1)N1CCN(Cc2ccncc2)CC1 | -8% | 1.2% | / | / | /
COc1ccc(OCC(=O)Nc2ccc(NC(=O)c3ccccc3Cl)c(OC)c2)cc1 | 8% | 0.9% | 67% | -7% | ?
CCC1(c2ccc(F)cc2)NC(=O)N(CC(=O)N2CCc3ccccc3C2)C1=O (stereo not drawn) | -8% | 2.8% | 14% | -9% | -6%
COc1ccc(NC(=O)NCc2ccccn2)cc1OC | -4% | 1.1% | -3% | 19% | -5%
CCCC(=O)Nc1cccc(-c2nc3cc(C)c(C)cc3o2)c1 | 6% | 7.8% | / | -1% | 3%
Cc1cccc(NC(=O)CSCC(=O)Nc2ccccc2C(=O)NC2CC2)c1 | -3% | 2.3% | 0% | 10% | -2%
C/C(=N/O)c1ccc2ccc3ccccc3c2c1 | -20% | 2.9% | 20% | 4% | ?
CCN1CSC(=S)N(Cc2ccccc2)C1 | -21% | 32% | 45% | -1% | 10µM*
COc1ccc(COC(=O)CCS(=O)(=O)c2ccc(C)cc2)cc1 | -6% | 1.3% | 36% | 5% | -6%
C(=N\N1CCN(C2c3ccccc3-c3ccccc32)CC1)/c1ccncc1 | 2% | 1.1% | 76% | 19% | 44%
CN1C(=O)c2ccc(C(=O)Nc3ccccc3O)cc2C1=O | -7% | 0.7% | 3% | 3% | -5%
C/C(=N\NC(=O)c1ccc(-c2ccccc2)cc1)C1C(=O)c2ccccc2C1=O | -15% | 0.3% | ? | 4% | 3%
Cc1ccc(-c2cc(C(=O)N/N=C/c3ccc(Cl)cc3)n[nH]2)o1 | 8% | 5.0% | 2% | -6% | -6%
CSc1nnc(C)c(=O)n1COC(=O)COc1ccc(Cl)cc1 | -6% | 1.8% | 17% | 0% | -6%
Cn1c2ccc(Cl)cc2c2nc3ccccc3nc21 | -7% | 9.3% | 17% | / | -2%
C=CCCC(=O)Nc1nc(C)c(-c2csc(Nc3ccccc3OC)n2)s1 | 5% | 6.3% | 9% | -1% | 20%
COc1ccc(-c2cc(C(=O)Nc3ccc4c(c3)OCO4)no2)cc1OC | 2% | 0.2% | -4% | -11% | 12%
Cc1ccc(C(=O)OCC(=O)NC(C)C)cc1S(=O)(=O)N1CCOCC1 | -6% | 0.5% | -1% | 3% | 3%
CC(C)(C)OC(=O)NC(=NCCCc1cn(CC(=O)N2CCN(C(=O)OC(C)(C)C)CC2)nn1)NC(=O)OC(C)(C)C | 0% | 0.4% | -4% | -3% | 1% | inhibitors of VEEV 10K pilot screen=0.8
Nc1ccc(C23CC4CC(CC(CO)(C4)C2)C3)cc1 | -2% | 1.3% | -12% | 1% | 1%
COCCCn1c(=O)/c(=C\c2ccc(OC(F)F)c(OC)c2)s/c1=C(/C#N)C(=O)NCCOC | 10% | 1.1% | -2% | -7% | 4%
COCCC1CCCCN1C(=O)c1cc(COc2cccc(C(C)=O)c2)on1 (stereo not drawn) | 21% | 5.3% | 9% | -10% | 2%
O=C(NCC1CCCO1)c1cc2c([nH]c3ccccc32)c(-c2cccc(Br)c2)n1 (stereo not drawn) | -1% | 13% | 30% | -16% | -9%
Cc1nonc1CN(C)C(=O)CC1C(=O)NCCN1Cc1cccc(C(F)(F)F)c1 (stereo not drawn) | -3% | 0.9% | 3% | 12% | 0%
CC(C)c1ccc(OCC(O)CN2CCN(c3ccccn3)CC2)cc1 (stereo not drawn) | -24% | 2.6% | 66% | -8% | 4%
COc1ccc(NC(=O)c2c3c(nc4ccccc24)CCN(Cc2ccccc2)C3)c(OC)c1 | -3% | 8.1% | 67% | -17% | ?
CCOc1ccc(-c2noc(CCC(=O)NC3CCCC3)n2)cc1OC | 8% | 0.7% | -8% | 6% | -2%
COc1ccc(S(=O)(=O)N2CCC(C(=O)NCCC3=CCCCC3)CC2)cc1C | 1% | 0.8% | 27% | -1% | 1%
COc1ccc(C(=O)NC=C2C(=O)OC(C)(C)OC2=O)cc1 | -5% | 0.5% | -4% | 4% | 0%
CCCCn1cnc2cc(C)c(C)cc21 | 0% | 1.5% | 56% | -5% | 6%

Seven neighbouring compounds already listed, quoted:
SMILES | H1N1 NS1A inhibition | inhibitors of VEEV | tuberculosis growth | Salmonella PhoP GFP | M. tuberculosis HTS | others
Cc1nonc1CN(C)C(=O)CC1C(=O)NCCN1Cc1cccc(C(F)(F)F)c1 (stereo not drawn) | -3% | 0.9% | 3% | 12% | 0%
CC(C)c1ccc(OCC(O)CN2CCN(c3ccccn3)CC2)cc1 (stereo not drawn) | -24% | 2.6% | 66% | -8% | 4%
COc1ccc(NC(=O)c2c3c(nc4ccccc24)CCN(Cc2ccccc2)C3)c(OC)c1 | -3% | 8.1% | 67% | -17% | ?
CCOc1ccc(-c2noc(CCC(=O)NC3CCCC3)n2)cc1OC | 8% | 0.7% | -8% | 6% | -2%
COc1ccc(S(=O)(=O)N2CCC(C(=O)NCCC3=CCCCC3)CC2)cc1C | 1% | 0.8% | 27% | -1% | 1%
COc1ccc(C(=O)NC=C2C(=O)OC(C)(C)OC2=O)cc1 | -5% | 0.5% | -4% | 4% | 0%
CCCCn1cnc2cc(C)c(C)cc21 | 0% | 1.5% | 56% | -5% | 6%

(more compounds)
SMILES | H1N1 NS1A inhibition | inhibitors of VEEV | tuberculosis growth | Salmonella PhoP GFP | M. tuberculosis HTS | others
CCOc1ccc(C2N(c3ccc(F)cc3)C(=O)C3CCCN32)cc1 (stereo not drawn) | 4% | 0.5% | 1% | -7% | -7%
COc1ccccc1C(=O)OCC(=O)NC1CCCC1 | -15% | 0.1% | 3% | 1% | -10%
CCOc1ccc(C(=O)NCC(=O)NCC(c2ccco2)N2CCCCC2)cc1 (stereo not drawn) | 0% | 0.2% | 1% | / | -11%
Cc1cc(N2CCOCC2)n2nc(C)c(-c3ccc(Cl)cc3)c2n1 | -21% | 1.4% | -8% | 2% | 5%
Nc1n[nH]c2cc(=O)n(-c3ccc(Cl)cc3)nc12 | 8% | i | 10% | -9% | 4%
CC(C)(C)c1ccc(C(=O)N2CCC(C(=O)N3CCCCC3)CC2)cc1 | -7% | 2.2% | 4% | 9% | -5%
CCN(CCn1cccn1)Cc1cn[nH]c1-c1cccc2ccccc12 | -2% | i | 6% | 2% | 2%
COc1ccc(-c2c(-c3cc(OC)cc(OC)c3)n(C)c3ccc(-c4cc(F)cc(OC)c4)cc23)cc1 | 14% | 1.1% | 3% | / | -8%
COc1ccc(C)cc1NC(=O)COC(=O)C1CCN(C(=O)c2ccc(Cl)cc2)CC1 | -5% | 1.1% | 13% | -5% | 7%
Cc1cc(C)c(NC(=O)C2CC(=O)N(c3ccc4c(c3)OCCO4)C2)c(C)c1 (stereo not drawn) | 1% | 0.5% | 17% | -6% | 5%
COc1cc(OC)cc(C(=O)NCC(=O)N2CCCCC2)c1 | 5% | 2.8% | 8% | 9% | -10% | inhibitors of VEEV 10K pilot screen=1.5
CC(O)CNCc1cccc2ccccc12 (stereo not drawn) | 3% | i | 17% | 6% | 12%
O=C(CCC(=O)N1CCN(c2ccc(C(F)(F)F)cn2)CC1)c1cccs1 | 5% | i | -1% | / | -6%
N#CCC(=O)NC(=O)NCC1CC1 | 9% | i | -17% | -7% | -7% | inhibitors of VEEV 10K pilot screen=0.0
O=C(/C=C/c1ccco1)OCC1CCCN2CCCCC12 (stereo not drawn) | 4% | i | -16% | 5% | 37%
COc1cc2nc(CC(C)C)n(NC(=O)c3ccccc3Br)c(=O)c2cc1OC | -5% | 1.5% | 13% | -9% | 5%
O=C(c1ccc(F)cc1)N(C(=O)c1ccc(F)cc1)c1ncccn1 | -4% | 0.4% | -12% | 7% | -3%
O=C(Nc1ccc(Cl)cc1)Nc1nnc(CSc2ccc(Cl)cc2)s1 | -6% | 1.3% | -6% | -4% | 6%
Cc1ccccc1CSc1nc(-c2ccccc2)cc(=O)[nH]1 | -6% | 0.0% | -9% | -7% | 4%
O=S(=O)(Nc1nc2ccccc2nc1Cl)c1ccccc1 | -8% | 0.6% | 68% | -6% | 2%
Cc1onc(-c2ccccc2Cl)c1C(=O)N1C=CC(C(F)(F)Cl)=NCC1 | 0% | 0.9% | 11% | 4% | -4%
Brc1ccc(/C=N/c2nc3ccccc3n2CCN2CCOCC2)cc1 | -9% | 0.2% | -6% | -6% | -3%
